APOBEC3A inh: APOBEC3A ssDNA deaminase inhibitors, primary screen, selectivity assay for APOBEC3G inhibitor project, biochemical, FAM/TAMRA oligo cleavage fluorescence | DNA dC->dU-editing enzyme APOBEC-3A (Homo sapiens), P31941 | recombinant A3A, FAM/TAMRA ssDNA deamination fluorescence | inhibition, % at 20 µM | 0.41% of 330,000 active | AID 493011, 2011;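 active = at least 40% inhibition at 20 µM here, with at most 30% in a related deaminase screen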;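 note: plate controls were A3A with DMSO for no effect and wells lacking A3A enzyme for full effect; some results filed as inactive read as strong as hits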
Target sequence (P31941 whole entry, looked up): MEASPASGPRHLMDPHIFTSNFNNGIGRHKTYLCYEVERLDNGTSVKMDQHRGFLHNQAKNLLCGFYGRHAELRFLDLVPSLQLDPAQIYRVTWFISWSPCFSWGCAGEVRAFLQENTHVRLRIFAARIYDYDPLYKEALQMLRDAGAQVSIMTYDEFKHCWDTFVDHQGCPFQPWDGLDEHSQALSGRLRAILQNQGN
MPTP inh: mitochondrial permeability transition pore inhibitors, primary screen, biochemical, isolated mouse mitochondria, absorbance. Ca2+ swelling absorbance, 30 min. inhibition, % at 10 µM. 1.4% of 360,000 active. AID 602449, 2012;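 active = inhibition of 50% or more, scaled per plate between neutral and stimulator controls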;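 note: 0% = DMSO wells given calcium and 100% = 1 mM EGTA wells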
GRIN3A LBD mod: binders of NR3A ligand-binding domain, primary screen, biophysical, differential scanning fluorimetry, uHTS | 2.5% of 340,000 active | Tm shift relative to glycine control, % at 25 µM | AID 1259313, 2017 | NR3A LBD differential scanning fluorimetry, Tm shift; 0% = protein alone, 100% = glycine-bound protein;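 active = melting temperature shift of at least 10% of the positive control shift, at one fixed dose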
mIAP act: activators of mouse IAP, primary screen, biochemical, luminescence, uHTS | intestinal alkaline phosphatase [Mus musculus] | muIAP, CDP-Star luminescence, 30 min; active compounds read high; 1 = vehicle-only enzyme signal, 0 = enzyme-free wells | activation factor at 10 µM | 0.24% of 330,000 active | AID 2805, 2010;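 active = activation factor of at least 2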; note: the source names both 10 and 20 µM as test concentration; values of inactives mirror those of a sister screen read the other way
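Assay system: mouse IAP enzyme; Reagent: CDP-Star chemiluminescent phosphatase substrate; Compound: DMSO-dissolved test compounds; Incubation: 30 min, room temperature; Technique: luminescence from enzymatic CDP-Star hydrolysis; Controls: DMSO-only wells and no-enzyme negative control.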
A3G deaminase: APOBEC3G DNA deaminase inhibitors, primary screen, biochemical, fluorescence, single-stranded DNA substrate, uHTS | recombinant A3G, ssDNA deamination FAM/TAMRA fluorescence | inhibition, % at 20 µM | AID 493012, 2011 | 0.28% of 330,000 active;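 active = inhibition of at least 40% at 20 µM, with no more than 30% in the related APOBEC3A deaminase screen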;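 note: plate controls were DMSO wells with A3G for no effect and wells lacking A3G enzyme for full effect; some compounds called inactive have numbers as strong as hits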
Target sequence (Q9HC16 whole entry, looked up): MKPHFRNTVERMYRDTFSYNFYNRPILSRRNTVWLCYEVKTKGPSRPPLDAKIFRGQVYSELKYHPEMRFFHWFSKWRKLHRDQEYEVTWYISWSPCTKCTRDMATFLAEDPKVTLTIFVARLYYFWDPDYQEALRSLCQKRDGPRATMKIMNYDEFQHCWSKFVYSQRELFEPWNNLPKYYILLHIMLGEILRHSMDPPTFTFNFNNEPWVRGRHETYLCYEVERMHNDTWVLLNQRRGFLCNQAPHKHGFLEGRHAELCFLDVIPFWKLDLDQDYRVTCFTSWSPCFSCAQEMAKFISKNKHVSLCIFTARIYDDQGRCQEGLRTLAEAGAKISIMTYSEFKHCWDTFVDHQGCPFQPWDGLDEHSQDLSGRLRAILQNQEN
mIAP inh: inhibitors of mouse IAP, primary screen, biochemical, luminescence, uHTS. purified mouse IAP, CDP-Star luminescence, 30 min. 0.2% of 330,000 active. inhibition, % at 10 µM. intestinal alkaline phosphatase [Mus musculus];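 active = inhibition of at least 40% at 10 µM in the primary screen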;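 note: plate controls were DMSO with enzyme for no effect and no enzyme wells for full effect; values of inactives mirror those of a sister screen read the other way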
hIAP inh: human IAP inhibitors, primary screen, biochemical, luminescence, uHTS | Intestinal-type alkaline phosphatase (Homo sapiens), P09923 | purified IAP, CDP-Star luminescence, 30 min | inhibition, % at 10 µM | 0.12% of 330,000 active;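 active = inhibition reaching a set limit with compound at 10 µM in the primary screen, cut at about 35% in these data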;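 note: plate controls were DMSO wells with enzyme for no effect and no-enzyme buffer wells for full effect; values of inactives mirror those of a sister screen read the other way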
Target sequence (P09923 whole entry, looked up): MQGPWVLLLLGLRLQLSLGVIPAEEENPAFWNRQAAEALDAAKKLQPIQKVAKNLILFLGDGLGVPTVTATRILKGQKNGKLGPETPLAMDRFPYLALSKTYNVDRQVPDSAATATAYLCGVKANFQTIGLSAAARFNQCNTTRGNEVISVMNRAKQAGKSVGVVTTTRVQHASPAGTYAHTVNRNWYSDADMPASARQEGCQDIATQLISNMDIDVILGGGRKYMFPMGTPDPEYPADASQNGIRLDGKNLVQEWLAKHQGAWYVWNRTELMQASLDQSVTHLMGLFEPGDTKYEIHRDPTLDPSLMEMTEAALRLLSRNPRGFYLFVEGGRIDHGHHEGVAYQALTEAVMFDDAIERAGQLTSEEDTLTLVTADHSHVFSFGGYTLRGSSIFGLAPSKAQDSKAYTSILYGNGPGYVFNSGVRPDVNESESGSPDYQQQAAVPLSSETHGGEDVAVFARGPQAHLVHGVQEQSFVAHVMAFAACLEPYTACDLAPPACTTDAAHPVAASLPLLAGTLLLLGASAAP
hIAP activ: human IAP activators, primary screen, biochemical, luminescence, uHTS | Intestinal-type alkaline phosphatase (Homo sapiens), P09923 | purified human IAP, CDP-Star luminescence, 30 min; active compounds read high; 1 = vehicle-only enzyme, 0 = enzyme-free background | activation factor at 10 µM | 0.16% of 330,000 active | AID 2524, 2010;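 active = activation factor of the enzyme at least 2-fold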; note: the source names both 10 and 20 µM as test concentration; values of inactives mirror those of a sister screen read the other way
beta cell repl: inducers of MIN6 beta-cell proliferation, primary screen, ATP luminescence, uHTS. 0.29% of 330,000 active. MIN6 cells proliferation, ATPlite luminescence, 48 h; cells starved in 0.2% serum; 100% = growth in 10% serum. AID 2380, 2010. proliferation, % at 10 µM;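 active = compounds whose signal lies at least 3.5 SD above the mean of all wells on their plate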;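 note: 0% = DMSO-treated cells in low-serum medium and 100% = 10% serum control; some compounds called inactive have numbers as strong as hits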
Active calls of the source: *; . = no result given.

SMILES	APOBEC3A inh	MPTP inh	GRIN3A LBD mod	mIAP act	A3G deaminase	mIAP inh	hIAP inh	hIAP activ	beta cell repl
Cc1cc(-c2csc(NC(=O)C3=COCCO3)n2)c(C)n1C	2	18	-2	0.86	1	14	-8	1.1	1
Cc1cccc(NC(=O)CCCN=C2NS(=O)(=O)c3ccccc32)c1C	-1	-0.3	0	1	-3	-2	-10	1.1	1
O=S(=O)(c1ccc2ccccc2c1)N1CCOCC1	2	-0.7	-4	1	-3	-2	-4	1	0
CCOc1ccc(-n2nc3c(=S)[nH]nc(C)c3c2C)cc1	0	1.9	4	1	-6	-2	11	0.89	0
CCOCCCNC(=O)C(NC(=O)Cc1cccs1)c1ccc(C)cc1 (centres undefined)	-3	-3.9	-1	0.97	-8	2	1	0.99	-1
Cc1cc(N2C(=O)C(O)=C(C(=O)c3ccco3)C2c2cccc(Cl)c2)no1 (centres undefined)	-6	0.5	2	0.96	-4	4	-20	1.2	-1
CCCCOc1ccc(CN=C(N)N)cc1Cl	2	-3.8	1	1.1	-7	-9	-6	1.1	-4
COc1ccc(C(=O)O/N=C(/c2cccs2)C(C)(C)C)cc1	3	1.8	1	0.89	-7	11	8	0.92	-2
Cc1ccc(NC(=O)CCC(=O)NNC(=O)c2cccs2)c(C)c1	-3	-1.5	0	0.86	-10	14	26	0.74	-1
Cc1cc(C)nc(SCc2nc3ncccn3c2Br)n1	4	2.9	-3	0.93	17	7	5	0.95	-2
COc1ccc(C)cc1S(=O)(=O)N(C)CC(=O)NC1CC1	4	-0.2	1	1	0	-4	2	0.98	-3
CCOc1ccc(NC(=O)c2c(N)n(C)c(=O)[nH]c2=O)cc1	-3	-2.4	0	0.98	-9	2	15	0.85	5
Cc1ccc(NC(=O)CN(C)C(=O)c2ccccc2Cc2ccccc2)cc1	-3	-0.9	1	1	-2	-1	-3	1	-2
O=C(CN1CCN(c2ccc(Cl)cc2)CC1)Nc1ccc(F)c(F)c1	-1	1.8	-5	0.98	-4	2	-7	1.1	-3
Cc1ccc(NS(=O)(=O)c2ccc3c(c2)NC(=O)C(C)C(=O)N3)cc1C (centres undefined)	-2	-0.8	4	0.98	-1	2	0	1	-1
CC(C)(C)c1ccc(S(=O)(=O)NCC(=O)N2CCN(C(=O)c3ccco3)CC2)cc1	0	-3.4	1	0.94	-8	6	9	0.91	-1
CCNC(=O)CSc1nc2ccccc2c(=O)n1-c1cccc(OC)c1	-2	-1.5	-1	0.96	-14	4	0	1	-3
CC(O)c1nc(C(C)O)n(CC(=O)c2ccccc2)n1 (centres undefined)	39	-0.7	-2	1	-5	-1	8	0.92	-5
CCOC(=O)c1[nH]c(C)c(C(=O)OCC(=O)NC(=O)NC(C)(C)C)c1C	3	2.6	-2	1	1	-1	10	0.9	-1
OC(CN1C2=NCCCN2c2ccccc21)c1ccc2c(c1)OCO2 (centres undefined)	-19	-0.2	1	0.98	-3	2	-6	1.1	4
Cc1cc(C)n2nc(C(=O)Nc3cccc(S(=O)(=O)N(C)c4ccccc4)c3)nc2n1	-4	1.2	-1	0.98	-8	2	10	0.9	-1
Cc1ccc(N(C(=O)C2COc3ccccc3O2)C(C(=O)NC2CCCCC2)c2cn(C)nc2C)cc1 (centres undefined)	1	.	.	0.99	1	0	-7	1.1	-4
O=C(COc1ccccc1)NCC(=O)NC1=NCCS1	-2	-4.8	0	1	-10	-4	-14	1.1	-2
N#Cc1ccc(C(=O)Nc2cc(S(=O)(=O)N3CCCC3)ccc2OCC(F)(F)F)cc1	5	-0.4	-3	1.1	-7	-9	4	0.96	-1
COc1ccc(CCNC(=O)c2c(O)c3cccc4c3n(c2=O)CC4)cc1	-2	0.9	0	1.1	-3	-5	9	0.91	-1
CCc1c(C)sc(NC(=O)C2CCCO2)c1C#N (centres undefined)	-5	-0.2	-2	0.87	20	13	-7	1.1	-2
O=C(Nc1ccccc1[N+](=O)[O-])c1cc(S(=O)(=O)N2CCOCC2)cs1	1	-0.6	1	1	-2	-1	-23	1.2	-1
CC(C)COc1ccc(C(=O)N/C(=C\c2cccc([N+](=O)[O-])c2)C(=O)OC(C)C)cc1	-3	2.2	-7	0.83	-3	16	-15	1.1	-4
CCNS(=O)(=O)c1ccc2c(c1)NCC2	-3	-0.5	0	1.1	-11	-6	3	0.97	0
O=C(COc1cccnc1[N+](=O)[O-])NCc1ccccc1	-4	0.1	-2	1.1	-9	-9	-12	1.1	-2
CCc1cc2c(=O)nc3n(c2s1)Cc1ccccc1/C3=C(/O)c1ccc(F)cc1	0	4.4	.	0.92	6	8	-11	1.1	-4
O=C(Nc1ccccc1OC(=O)c1ccc(Cl)cc1)c1ccc(Cl)cc1	10	3.2	-1	1	0	-2	17	0.83	0
C=CCNCc1ccccc1[N+](=O)[O-]	-1	-2.0	2	0.91	-5	9	-5	1.1	1
CCOC(=O)c1sc(N(Cc2ccccc2)C(=O)CCl)nc1C	-3	-1.2	0	0.99	-6	1	9	0.91	-4
CCOC(=O)N1CCN(CC(O)COc2ccc(C)cc2C(C)(C)C)CC1 (centres undefined)	1	0.7	-2	0.97	-5	3	5	0.95	-1
CC(Sc1cccc[n+]1[O-])c1ccccc1 (centres undefined)	-6	1.1	-1	0.99	-7	1	2	0.98	-3
COc1cc(OC)c(/C=N/N2CCN(c3ccccc3OC)CC2)c(OC)c1	-6	0.0	-4	1	-4	0	-16	1.2	-3
CN(C)Cc1ccc(CNC(=O)c2ccc(Cl)c(S(=O)(=O)NC3CC3)c2)cc1	-3	0.5	2	1.2	-5	-19	-7	1.1	-3
O=C(Cn1ccc(NC(=O)OCc2ccccc2)nc1=O)NCCc1c[nH]c2ccccc12	-2	0.1	1	1.1	-9	-11	8	0.92	0
CCCCNC(=S)Nc1ccc(Cl)cc1	0	83*	-2	1.2	-2	-20	10	0.9	-1
Cc1ccc(Cl)c(NC(=O)CN2CCNC(=O)C2)c1Cl	5	0.3	-1	1.1	-3	-7	-8	1.1	-1
Cc1ccc(N(C)C(=O)N2CCN(S(=O)(=O)c3ccc(C)c(C)c3)CC2)cc1	6	-1.0	-14	0.99	-1	1	-9	1.1	1
CC1(C)Cc2ccccc2C(N/N=C/c2ccc(Cl)cc2)=N1	-1	1.3	1	0.83	-9	17	-90	1.9	0
CN(c1ccc(OCC(=O)NC2CCC(O)CC2)cc1)S(=O)(=O)c1ccc(Cl)cc1 (centres undefined)	-5	-1.1	0	1.1	-6	-8	-7	1.1	-1
CSc1nc(Sc2cccc(Cl)c2)c2ccccc2n1	-2	4.2	1	0.95	-8	4	1	0.99	-5
Cc1c(C(=O)Oc2cccc3cccnc23)oc2ccccc12	-2	-4.5	0	0.89	-7	11	-33	1.3	-1
Cc1cc(NC(=O)CCCn2cc([N+](=O)[O-])cn2)n(Cc2ccc(F)cc2)n1	2	-0.1	-1	0.97	-7	3	-8	1.1	0
O=C(NNC(=O)[C@@H]1CCCC[C@@H]1C(=O)O)Nc1ccccc1	-1	-0.7	-2	1	-4	0	13	0.87	3
COc1ccc(NC(=O)c2nnn(CC(=O)Nc3ccc4c(c3)OCO4)c2N)c(OC)c1	-4	-0.8	-20	1	5	-5	3	0.97	-3
COc1cccc(S(=O)(=O)c2nc(C)c3c(n2)CCC3)c1	0	-0.3	-1	0.99	-9	1	8	0.92	-3
Next part
SMILES	APOBEC3A inh	MPTP inh	GRIN3A LBD mod	mIAP act	A3G deaminase	mIAP inh	hIAP inh	hIAP activ	beta cell repl
CN(C(=O)CSc1nnc(-c2ccc(F)cc2)c2ccccc12)C1CCS(=O)(=O)C1 (centres undefined)	-5	2.1	1	0.98	-8	2	-5	1.1	1
CCC(C(=O)NC1CCCC1)n1c(SCc2cccc(C)c2)nc2ccncc21 (centres undefined)	-2	0.0	2	1.3	-3	-27	8	0.92	-3
CCN(C(=O)/C=C/c1ccc2c(c1)OCO2)c1ccccc1	-1	1.8	0	0.98	-4	2	15	0.85	0
CC(=O)C1=NN(c2ccccc2)C(c2cccs2)N1c1ccc(N(C)C)cc1 (centres undefined)	-1	-0.5	0	0.91	-2	9	3	0.97	-6
Cc1cc(C)n(-c2nnc(C)n2/N=C/c2cc(Br)ccc2OCc2ccccc2)n1	5	0.0	-3	1	-3	0	2	0.98	-6
O=C(CSc1nnc(CNc2ccccc2)o1)N1CCN(C(=O)c2ccco2)CC1	1	-0.4	0	0.83	0	17	5	0.95	-4
Cc1ccc(C)c(NC(=O)COC(=O)c2ccc3c(c2)OCCO3)c1	-6	0.4	2	1.2	6	-25	-6	1.1	-1
Cn1c(N)c(-c2ccccc2)c2ccc([N+](=O)[O-])cc2c1=O	-2	4.0	-10	0.97	0	3	6	0.94	-2
CCN(c1ccccc1)S(=O)(=O)c1csc(C(N)=O)c1	-4	-1.3	-1	0.99	-8	1	4	0.96	-5
COc1ccc(NS(=O)(=O)c2cccc(C(=O)N3CCN(Cc4ccc5c(c4)OCO5)CC3)c2)cc1	-1	1.0	1	0.96	-6	4	4	0.96	-1

Entries listed so far with a cyano group (2):
SMILES	APOBEC3A inh	MPTP inh	GRIN3A LBD mod	mIAP act	A3G deaminase	mIAP inh	hIAP inh	hIAP activ	beta cell repl
N#Cc1ccc(C(=O)Nc2cc(S(=O)(=O)N3CCCC3)ccc2OCC(F)(F)F)cc1	5	-0.4	-3	1.1	-7	-9	4	0.96	-1
CCc1c(C)sc(NC(=O)C2CCCO2)c1C#N (centres undefined)	-5	-0.2	-2	0.87	20	13	-7	1.1	-2

Additional results.
SMILES	APOBEC3A inh	MPTP inh	GRIN3A LBD mod	mIAP act	A3G deaminase	mIAP inh	hIAP inh	hIAP activ	beta cell repl
O=C(Nc1cnc2sc3c(n2c1=O)CCCC3)c1ccc(F)cc1	-2	-6.0	-1	1	-4	-3	0	1	8
Cc1ccc(Cl)cc1NC(=O)c1cc(S(=O)(=O)N2CCOCC2)cn1C	-3	0.1	7	1.1	-12	-8	8	0.92	-1
COC(=O)C1=C(C)NC(=O)CC1c1cc(Br)ccc1F (centres undefined)	0	0.3	-2	1.1	-6	-9	-2	1	1
O=C(CCn1c(=O)oc2ccccc21)Nc1cccc(Br)c1	-3	-0.9	-1	1	-8	-3	-18	1.2	-3
COc1ccc(CN(C)Cc2nc(Cc3cccc(F)c3)no2)c2cccnc12	-4	73*	0	1	-8	-1	-3	1	-6
CCOc1cc(/C=N/Nc2ccc(C(=O)O)cc2)ccc1OC(=O)c1ccccc1C	-1	7.0	-6	0.92	-7	8	9	0.91	-5
COc1ccc(S(=O)(=O)N(Cc2nc3ccccc3c(=O)[nH]2)C2CCCC2)cc1	-3	0.3	5	0.91	-4	9	17	0.83	0
CC(C)Sc1oc(-c2ccco2)nc1S(=O)(=O)c1ccccc1	2	-0.5	-3	0.92	-4	8	-8	1.1	-3
COc1cc(O)c(C(CCN2CCCCC2)c2ccc(N(C)C)cc2)c(OC)c1 (centres undefined)	15	0.2	0	0.93	-11	7	8	0.92	-4

Source: PubChem
